# Source: PubChem BioAssay
# 14-3-3 PPI – alters human 14-3-3 gamma binding to Raf peptide | FP, 14-3-3gamma / TMR-pS259-Raf peptide binding | inhibition, % at 40 µM | actives 0.19% (n = 160,000); in the data active means inhibition above about 30%;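 further: 0% = protein plus tracer without compound and 100% = blank with tracer alone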
# Target sequence (P61981 whole entry, looked up): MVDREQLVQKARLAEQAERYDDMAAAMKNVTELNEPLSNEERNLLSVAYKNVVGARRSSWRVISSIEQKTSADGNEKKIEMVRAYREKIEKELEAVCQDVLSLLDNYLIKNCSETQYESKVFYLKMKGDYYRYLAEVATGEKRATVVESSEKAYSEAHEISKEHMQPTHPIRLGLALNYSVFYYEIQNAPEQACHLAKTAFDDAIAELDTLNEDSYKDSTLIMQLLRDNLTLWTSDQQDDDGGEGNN
# * marks the source's active call; other numbers are inactive results; & = joins results of further samples.
SMILES,14-3-3 PPI
CCOC(=O)c1ccccc1NC(=O)Cn1cnc2c(cnn2C(C)(C)C)c1=O,-5
O=S(=O)(NCC1CC1)c1cccc(S(=O)(=O)N2CCCC2)c1,2
O=[N+]([O-])c1ccccc1S(=O)(=O)N(CC(O)CN1CCCCC1)c1ccccc1 (centres undefined),-10
CCOC(=O)Cc1ccc(NCc2cccs2)cc1,-3
CCOC(=O)c1ccc2ncc(C(=O)OCC)c(Nc3cccc(O)c3)c2c1,-1
CCC(=O)N1CCc2cc(Br)cc(S(=O)(=O)NCCc3ccc(OC)c(OC)c3)c21,-2
COCCCNC(=O)Cn1cnc2sc(C)c(S(=O)(=O)N3CCC(C)CC3)c2c1=O,1
Cn1c(=O)[nH]c(=O)c2c1nc(SCCc1ccccc1)n2Cc1ccc(Cl)cc1,17
O=C(CSc1nc(Cc2ccccc2)cc(=O)[nH]1)Nc1ccc(Br)cn1,-20
O=C(Nc1ccccc1[N+](=O)[O-])c1ccc2ccccc2c1O,4
CCC(=O)N1c2ccc(S(=O)(=O)CCC(=O)NCc3cccnc3)cc2CC1C (centres undefined),-3
CC(N)C12CC3CC(C1)CC(C(C)N)(C3)C2 (centres undefined),2
COc1cccc(CNC(=O)C2CCN(S(=O)(=O)c3cccc4cccnc34)CC2)c1,-4
Cc1cc(NC(=O)CSc2nc3c(c(=O)n(C)c(=O)n3C)n2C(C)C)no1,13
O=C(COC(=O)c1ccc(Oc2c(Cl)cccc2[N+](=O)[O-])cc1)c1ccc(Br)cc1,-5
COc1ccc(OC)c(-c2ncnn2-c2cccc(Cl)c2C)c1,2
Cc1ccc(NC(=O)Cc2nn(C)c(=O)c3ccccc23)cc1F,-3&-3
CCC(C)NC(=O)c1ccc(CS(=O)(=O)Cc2cccc(C)c2)o1 (centres undefined),-7
CCc1ccc(NC2=CC(=O)CC(c3ccco3)C2)cc1 (centres undefined),-6
COc1ccc(C(=O)c2cn[nH]c2-c2cc(Cl)ccc2O)cc1,0

# Next section; it opens with the three that closed the last part.
SMILES,14-3-3 PPI
CCC(C)NC(=O)c1ccc(CS(=O)(=O)Cc2cccc(C)c2)o1 (centres undefined),-7
CCc1ccc(NC2=CC(=O)CC(c3ccco3)C2)cc1 (centres undefined),-6
COc1ccc(C(=O)c2cn[nH]c2-c2cc(Cl)ccc2O)cc1,0
COc1ccccc1Nc1nc(N)nc(-c2cc3ccccc3o2)n1,-4
CCCOC(=O)C1=C(C)NC2=C(C(=O)CCC2)C1c1cccc(OC)c1OC (centres undefined),-6
O=C(CSc1nc2ccc(Br)cc2c2nc3ccccc3n12)NCc1ccccc1,-2
Cc1ccc2c(c1)sc(=NC(=O)c1ccc(Br)s1)n2C,-15
Cc1ccc(-n2ncc3c(=O)[nH]c(SCC(=O)Nc4ccccc4C(F)(F)F)nc32)cc1,5
CC1=C(C(=O)Nc2ccc(F)cc2)C(c2cccc(Cl)c2)C2=C(CC(c3ccccc3)CC2=O)N1 (centres undefined),8
O=C(C1CC1)N1CCc2cc(S(=O)(=O)NCc3ccccc3)ccc21,2
CCOc1ccc(N(CC(=O)N2CCCCCC2)S(=O)(=O)c2ccc(SC)cc2)cc1,-6
Cc1ccc2nc(C(O)C(O)c3nc4ccc(C)cc4[nH]3)[nH]c2c1 (centres undefined),-4
CCn1c2ccccc2c2nc3cc(S(=O)(=O)N4CCOCC4)ccc3nc21,-10
CC(=O)CSc1nc2c(c(=O)n(C)c(=O)n2C)n1Cc1ccc(F)cc1,-5
CCOc1cc(S(=O)(=O)N2CCN(c3ccc(F)cc3)CC2)c(OCC)cc1-n1cnnn1,-4
CC1Cc2ccccc2N1C(=O)Cn1c(=O)oc2cc(S(=O)(=O)NC3CCCC3)ccc21 (centres undefined),-4
O=C(CSc1nc2ccccc2[nH]1)Nc1ccccc1[N+](=O)[O-],-8
O=C(Nc1cccc(-c2nc3ncccc3o2)c1)c1cc2ccccc2o1,-13
CCOc1nc(Nc2ccc(Cl)cc2)nc(NC2CCCCC2)n1,3
CCC(=O)Nc1ccc(S(=O)(=O)Nc2ccc(F)cc2)cc1,0
CCOC(=O)c1c(NC(=O)C(C)Oc2ccc(Cl)c(C)c2)sc2c1CCCC2 (centres undefined),0
Cc1ccccc1-n1nc2c(c1NC(=O)COc1ccc3ccccc3c1)CS(=O)(=O)C2,-5
COc1ccccc1CNC(=O)c1cc(Sc2ccc(F)cc2)nc2ccccc12,7
CC(C)CC1=NN(C(=O)c2ccncc2)C(O)(C(F)(F)F)C1 (centres undefined),2
CN(CC(=O)NC1CCCCCCC1)S(=O)(=O)c1cccc2cccnc12,-8
CC(Sc1nnc(Cn2c(=O)sc3ccccc32)n1C)c1ccccc1 (centres undefined),-6
O=C(CSc1nc2ccsc2c(=O)n1Cc1ccc2c(c1)OCO2)OCc1ccccc1,-1
Cc1ccc2c(c1C)OC(=O)C2(O)C(F)(F)F (centres undefined),-2
CCOc1ccccc1C(=O)Nc1ccc(-c2nnc(-c3ccc(C)cc3)o2)cc1,-5
Cc1nc2c(C(=O)NCCC(C)C)cnn2c(C)c1Cc1ccccc1Cl,-16
O=C(Nc1ccccc1[N+](=O)[O-])c1ccc(Br)c(S(=O)(=O)Nc2ccccc2)c1,-5
C=CCSc1nc(-c2ccccc2)cc(-c2cccs2)c1C#N,-2
O=C1c2ccc([N+](=O)[O-])cc2C(=O)N1c1cccc(-c2nc3cc(Cl)ccc3c(=O)o2)c1,-9
CCOc1ccc(N2C(=O)CC(n3nc(C)cc3C)C2=O)cc1 (centres undefined),-8
CCN(C(=O)CCS(=O)(=O)c1ccc(Br)cc1)c1ccc2c(c1)OCO2,-8
COc1ccc(-n2c(SCCC(=O)O)nnc2-c2ccncc2)cc1,4
Cc1cccc(OCC(=O)Nc2ccc(N3CCCC3)cc2)c1C,-6
COc1ccc(CC(=O)N2CC(=O)Nc3ccc(F)cc3C2c2ccc(F)cc2)cc1OC (centres undefined),5
O=C1CCN=C(Nc2ccc(F)cc2)N1Cc1ccccc1,-2
Cc1cc(C)nc(NC(=O)c2sc3ccccc3c2Cl)c1,-13
Brc1ccc(-c2nnc3n2-c2ccccc2CC3)cc1,-8&-3
Nc1c(C(=O)Nc2cnc3ccccc3c2)sc2nc(-c3ccccc3)cc(C(F)(F)F)c12,-17
COC(=O)c1ccsc1NC(=O)CSc1nnnn1Cc1ccccc1,-1
Cc1ccc2c(c1)c(-c1ccccc1)nc1nncn12,-6
CC(=O)Nc1ccc(N2C(=O)CSC2c2ccc(F)cc2)cc1 (centres undefined),9&-1
COc1ccc(-c2nn3c(-c4ccccc4)nnc3s2)cc1OC,-10
Cc1oc2c(CN(C)C)c(O)ccc2c(=O)c1-c1ccc2c(c1)OCCO2,3
CCn1c(-c2ccsc2)nc2c1c(=O)[nH]c(=O)n2Cc1ccccc1,0
COc1ccc(C2NCC(C(=O)O)S2)cc1 (centres undefined),9
CCc1cccc(OCC(=O)Nc2ccc(S(=O)(=O)Nc3onc(C)c3C)cc2)c1,-7
CCN(CC)CC(O)COc1ccccc1C(=O)CCc1ccccc1 (centres undefined),0
COc1ccc(C)cc1-n1nnnc1SCC(=O)c1cc(C)n(Cc2ccco2)c1C,-15
COc1ccccc1NC(=O)CN1CCN(CC(=O)Nc2cc(NC(C)=O)ccc2OC)CC1,-11
CC1CN(C(=O)c2c(NC(=O)c3ccc(F)cc3)sc3c2CCC(C(C)(C)C)C3)CC(C)O1 (centres undefined),-13
CCOc1ccc(CNC(=O)C2CCN(S(=O)(=O)CC)CC2)cc1OC,-9&-5
COC(=O)C1(Br)C2CCCC1C2(O)c1ccccc1 (centres undefined),0
COc1cc(NC(=O)c2cnn3c2NC(c2ccc(C)cc2)CC3C(F)(F)F)cc(OC)c1OC (centres undefined),2
CCN(CC)C(=O)CSc1nnc(-c2ccco2)n1Cc1ccco1,-11
CC(C)N1C(=O)CCC1C(=O)NCc1ccc(F)cc1 (centres undefined),-3
Cc1ccc(C2Nc3ccc(C(=O)O)cc3C3C=CCC32)cc1 (centres undefined),-194
COc1ccc(N2C(=O)C3C(C2=O)C2C=CC3C23CC3)c(OC)c1 (centres undefined),14
Cc1ccc(-n2c(C)nc3c(cnn3-c3ccc(F)cc3)c2=O)cc1C,-1
O=C(COc1ccccc1Cl)NCCc1ccccc1,1
# The list goes on.
SMILES,14-3-3 PPI
O=C(NCCCN1CCOCC1)c1csc2c1CCCC2,2
COc1ccc(-c2cc(-c3ccc(Cl)cc3)nc3ncnn23)cc1,-3
COc1ccc(OC)c(C2C(C(=O)c3ccco3)=C(O)C(=O)N2CC2CCCO2)c1 (centres undefined),-24
Cc1ccc(-c2n[nH]c(=O)c3ccccc23)cc1S(=O)(=O)NCc1ccccc1,1
O=C(NCc1cccnc1)C1CC(c2ccc(F)cc2)=NO1 (centres undefined),-5
COc1ccc(CC(=O)Nc2ccc(-c3nc4cc(C)ccc4o3)c(O)c2)cc1OC,-39
CCOC(=O)C(C)Oc1cccc2c(=O)n(CC(=O)NCc3ccco3)ccc12 (centres undefined),-2
Cc1ccc2cc3cc(C(=O)NCCCN4CC(C)CC(C)C4)sc3nc2c1 (centres undefined),-18
O=c1nc2n(-c3cccc(Cl)c3)c3cccc(Cl)c3cc-2c(=O)[nH]1,-2
CCOc1ccc(C(=O)Nc2ccc(OC)cc2)cc1Br,-13
Cc1ccccc1OCC(=O)Nc1ccc(N2CCN(S(C)(=O)=O)CC2)cc1,-6
Cc1n[nH]c(=O)nc1NCCN(C)C,0
Cn1c(C(=O)NCCCN2CCCCC2)cc2sccc21,-5
Cc1ccc(CSc2cn(CCNC(=O)c3ccc(F)cc3)c3ccccc23)cc1,2
Fc1ccc(CSc2nc3ncccc3[nH]2)cc1,-6
Cc1ccc(-c2nc(-c3cc4ccccc4oc3=O)sc2C)cc1,-57
COc1nonc1-n1nnc(C(=O)c2ccccc2)c1C,0
CC1=C(C(=O)N2CCOCC2)C(c2ccc([N+](=O)[O-])cc2)n2c(nc3ccccc32)N1 (centres undefined),3
O=C(c1ccccc1)c1c(Nc2ccc(Cl)cc2)[nH]c(=O)c2ccccc12,-5
O=C(O)c1cccc(NS(=O)(=O)c2cc(C(=O)Nc3ccccc3)ccc2Br)c1,5

# 6 entries picked at random from the list so far, as already listed:
SMILES,14-3-3 PPI
Fc1ccc(CSc2nc3ncccc3[nH]2)cc1,-6
COc1ccc(CC(=O)Nc2ccc(-c3nc4cc(C)ccc4o3)c(O)c2)cc1OC,-39
CCOC(=O)C(C)Oc1cccc2c(=O)n(CC(=O)NCc3ccco3)ccc12 (centres undefined),-2
Cc1ccc(-c2n[nH]c(=O)c3ccccc23)cc1S(=O)(=O)NCc1ccccc1,1
O=C(c1ccccc1)c1c(Nc2ccc(Cl)cc2)[nH]c(=O)c2ccccc12,-5
COc1ccc(-c2cc(-c3ccc(Cl)cc3)nc3ncnn23)cc1,-3

# Copied from the list.
# Result for `Cn1c(C(=O)NCCCN2CCCCC2)cc2sccc21` under 14-3-3 PPI: -5
# Result for `O=C(c1ccccc1)c1c(Nc2ccc(Cl)cc2)[nH]c(=O)c2ccccc12` under 14-3-3 PPI: -5

# Further results follow.
SMILES,14-3-3 PPI
CC(C)(C)c1cn(-c2ccc(Cl)cc2)c(=S)[nH]1,-2
O=C1CC(N2CCN(c3ccccn3)CC2)C(=O)N1c1ccc(OC(F)(F)Cl)cc1 (centres undefined),-7
O=C(NC1(C(F)(F)F)NC(=O)N(Cc2ccco2)C1=O)c1ccncc1 (centres undefined),-2
COCc1cc(=O)n2[nH]c(-c3ccccc3)c(-c3ccccc3)c2n1,-70
Fc1ccc(Nc2cccc3nonc23)cc1,-13
CCC(C)NC(=O)CSc1nc2ccsc2c(=O)n1Cc1ccco1 (centres undefined),-1
Cc1ccc(C(=O)Nc2ccc3c(c2)OCO3)o1,0
CC1(C)CC(=O)C2=C(C1)Nc1nc(SCc3ccc([N+](=O)[O-])cc3)[nH]c(=O)c1C2c1ccccc1 (centres undefined),0
Cc1nc(N2CCN(C(c3ccccc3)c3ccccc3)CC2)nc2c1C(=O)CCC2,3
O=C(NC1CCCCCC1)c1ccc(NCC2CCCO2)c([N+](=O)[O-])c1 (centres undefined),-1
COCCNC(=O)c1ccc2c(c1)N(Cc1ccc(C)cc1)C(=O)CS2,0
CCOC(=O)c1c(-c2ccccc2)oc2ccc(OC(=O)C(C)(C)C)cc12,-1
CCN(CC)CCn1c2ccccc2c2cnc(N=CN(C)C)c(C#N)c21,-8
COc1ccc(N2C(=O)C3C4C=CC(C4=C(c4ccccc4)c4ccccc4)C3C2=O)cc1 (centres undefined),-5
CCOC(=O)c1cccc(N(Cc2ccccc2)S(=O)(=O)c2ccc(C(C)C)cc2)c1C,-3
Cc1ccc(C(C)C)c(Oc2ccc(N3C(=O)C4C5CCC(C5)C4C3=O)cc2)c1 (centres undefined),-3
O=C1Nc2ccc(S(=O)(=O)NCCO)c3cccc1c23,-11
O=C1OC(=NC2CCCCC2)c2cccc3cccc1c23,-3
CCC(CC)C(=O)Oc1c(S(=O)(=O)c2ccc(C)cc2)c(C)nn1-c1ccccc1,0
CCCCCCSc1nc(C)cc(COC)c1C#N,-9
CCc1ccc(-c2nc3cc(NC(=O)c4ccccc4F)ccc3o2)cc1,-105
COC(=O)Nc1ccc(S(=O)(=O)Nc2ccccc2F)cc1,-18
CC1(CC(=O)c2ccc(Br)cc2)C(=O)OC(c2ccc(Cl)cc2)C(C)(C)C1=O (centres undefined),3
COc1cc(NC(=O)c2c(-c3ccccc3Cl)noc2C)c(OC)cc1Cl,-12
COC(=O)c1sc(NC(=O)c2cc3ccccc3c(=O)o2)c(C(=O)OC)c1C,-35
COc1ccc(C2SCCN2S(=O)(=O)c2cccc([N+](=O)[O-])c2)cc1OC (centres undefined),2
O=c1[nH]c(=O)c2sc3nc(-c4ccc5c(c4)OCCO5)cc(C(F)(F)F)c3c2[nH]1,1

# Some of the entries so far, field by field:
SMILES: CCc1ccc(-c2nc3cc(NC(=O)c4ccccc4F)ccc3o2)cc1
  14-3-3 PPI = -105

SMILES: COC(=O)Nc1ccc(S(=O)(=O)Nc2ccccc2F)cc1
  14-3-3 PPI = -18

SMILES: CC1(CC(=O)c2ccc(Br)cc2)C(=O)OC(c2ccc(Cl)cc2)C(C)(C)C1=O (centres undefined)
  14-3-3 PPI = 3

SMILES: COc1cc(NC(=O)c2c(-c3ccccc3Cl)noc2C)c(OC)cc1Cl
  14-3-3 PPI = -12

# Not all compounds are listed. The share of hits here may be higher or lower than overall.
